Screening results (PubChem)
USP2a inhib – blocks human ubiquitin-specific protease USP2a; hit rate 0.1% among 60,000; O75604; Potency, µM (doses to about 38.3 µM), inactives show at the top dose activity change, negative = inhibition, most hits filed as inhibitors; USP2a enzymatic assay, qHTS inhibition;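 also: potency is read from the fitted curve at half-maximal effect; nearly all actives have a fitted effect of over 60% in size; plate controls were DMSO for no effect and NEM full inhibition control for full effect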
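Coupled readout: USP2-cleaved Ub-PLA2 (20nM final) turns over NBD C6-HPC (20uM final), Ex 460nm/Em 535nm after 2.5 h, time-zero read flagging artifacts. Enzyme (20nM final, pH 8.0 Tris) given 30 min RT with compound first; NEM defines full inhibition.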
BRCT inh red – BRCT-phosphoprotein interaction inhibition (red fluorophore) | P38398 | BRCT-phosphopeptide binding, red fluorescence polarization | Potency, µM (highest dose often 76.9 µM), for the others: top-dose activity change, negative = inhibition, usual class: inhibitors | hit rate 0.03% among 75,000 | AID 892; also: % is scaled to controls: 0 for no effect and ±100 for the full control effect
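Rhodamine-labelled pBACH1 10-mer (100 nM) bound to BRCT domain (100 nM) at pH 7.3; compounds incubated 12 min room temperature, polarization read. Free peptide defines full inhibition; unlabelled decapeptide titrated as control.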
BRCT inh green – blocks human BRCA1 BRCT binding to phosphopeptide, green readout | BRCA1 BRCT-phosphopeptide binding, green fluorescence polarization | Potency, µM (series often up to 76.9 µM), for inactives: at the top dose activity change, negative = inhibition, usual class: inhibitors | P38398 | hit rate 0.05% among 75,000;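 also: potency is read from the fitted curve at half-maximal effect; plate controls were peptide without protein for full effect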
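Compounds were incubated for 12 min at room temperature with a complex of 100 nM fluorescein-tagged pBACH1 decapeptide and 250 nM His-tagged BRCT protein. Buffer was phosphate pH 7.3 with EDTA, DTT and Tween 20. Disruption of binding lowers the polarization signal.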
Luciferase inh – blocks Photinus pyralis firefly luciferase activity; purified firefly luciferase, luminescence, 8 min; Potency, µM (top dose mostly 57.1 µM), inactives show top-dose activity change, negative = inhibition, usual class: inhibitors; hit rate 2.2% among 72,000; also: potency is read from the fitted curve at half-maximal effect; % is scaled to controls: 0 for no effect and ±100 for the full control effect; nearly all actives have a fitted effect of over 40% in size
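Firefly luciferase (PKLight detection mix) with 10 uM ATP in pH 7.2 imidazole buffer (KCl, MgCl2, Tween 20, BSA). Compounds tested across a concentration series (qHTS). Luminescence read after 8 min at ambient temperature.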
Casp1 inh – caspase-1 (human) inhibition, allosteric or competitive; Caspase-1 enzyme, Ac-WEHD-AFC fluorogenic rate; Potency, µM (highest dose often 57.5 µM), for inactives: at the highest dose activity change, negative = inhibition, most hits filed as inhibitors; hit rate 0.03% among 75,000;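 also: potency is read from the fitted curve at half-maximal effect; plate controls were vehicle for no effect and no substrate for full effect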
Target sequence (P29466 120-297 limits assumed): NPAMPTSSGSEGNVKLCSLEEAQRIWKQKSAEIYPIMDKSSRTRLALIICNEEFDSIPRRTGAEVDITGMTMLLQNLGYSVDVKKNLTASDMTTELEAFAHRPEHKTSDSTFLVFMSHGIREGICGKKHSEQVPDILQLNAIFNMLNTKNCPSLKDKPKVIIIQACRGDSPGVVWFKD
Target sequence (P29466 317-404 limits assumed): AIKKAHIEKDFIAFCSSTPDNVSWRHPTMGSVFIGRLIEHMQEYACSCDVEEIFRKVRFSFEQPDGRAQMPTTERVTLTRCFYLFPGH
CRE Fsk mod – CRE-bla signaling modulation under forskolin stimulation; hit rate 2.5% among 71,000; AID 662; Potency, µM (highest dose often 38.2 µM), without a hit: at the top dose activity change, negative = inhibition, actives largely listed as activators; CHO CRE-bla reporter (cAMP response element driving beta-lactamase), forskolin EC10, beta-lactamase ratio; active = well fitted activation curve with a large enough effect in the signal ratio, with a control signal flat, not every such curve was filed as active; inconclusive = small, poorly fitted or top-dose-only effect, or effect the other way, or a change in a side signal; the % refers to the signal ratio; also: potency is read from the fitted curve at half-maximal effect; % of control where 0% means no effect
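Forskolin analogue NKH 477 at EC10 stimulated CRE-driven beta-lactamase in CHO cells alongside compound dilution series. Beta-lactamase was measured with CCF4, excitation 405 nm, emission ratio 460/530 nm.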
Casp7 inh – allosteric or competitive inhibitors of human caspase-7; recombinant caspase-7, Ac-DEVD-AFC fluorescence rate; Potency, µM (series often up to 57.5 µM), for the others: at the highest dose activity change, negative = inhibition, usual class: inhibitors; hit rate 0.02% among 75,000; AID 889; active = well fitted inhibition curve with a large enough effect in the main read-out, with a control signal flat, not every such curve was filed as active; inconclusive = small, poorly fitted or top-dose-only effect, or a change in a side signal; also: potency is read from the fitted curve at half-maximal effect; % of control where 0% means no effect
HEK293 cAMP ctrl – counter-screen for TSHR agonists: cAMP increase in parental HEK293; AID 938; parental HEK293 CNG cAMP sensor, membrane potential fluorescence; Potency, µM (series often up to 57.1 µM), without a hit: at the top dose activation, actives largely listed as activators; hit rate 2.5% among 73,000; also: potency is read from the fitted curve at half-maximal effect; % of control where 0% means no effect; nearly all actives have a fitted effect of over 55% in size
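Parental HEK 293 cells stably expressing a modified CNG channel (no TSHR) report cAMP rise as membrane depolarization. Membrane potential dye with 100 uM RO 20-1724 was loaded for 60 min at room temperature, then compound added for 30 min; fluorescence read at 590 nm.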
ERK AVP block – vasopressin-driven ERK pathway inhibition; Potency, µM (doses to about 57.5 µM), for the others: at the top dose activity, negative = inhibition, hits mostly inhibitors; HEK293-V1b, vasopressin-stimulated pERK AlphaScreen; hit rate 0.99% among 72,000; AID 995; also: potency is read from the fitted curve at half-maximal effect; % is scaled to controls: 0 for no effect and ±100 for the full control effect; nearly all actives have a fitted effect of over 55% in size
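Overnight-seeded V1b-HEK293 cells in 1% FBS got compound, then vasopressin (25 nM final, 5 min, 37C), then lysis buffer. AlphaScreen detection of phospho-ERK; activity normalized to basal and full-stimulation controls.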
A350 autofl – A350 region autofluorescence; Compound autofluorescence, 340/450 nm, Alexa 350 dye-equivalents; stronger effect = higher value; max dye-equivalent concentration, M; hit rate 11% among 59,000; in the data active = max dye-equivalent concentration above about 10 nM; inconclusive = mostly about 1.1 nM to 9.6 nM
Tau fil binding – binds recombinant human tau filaments | Potency, µM (highest dose often 57.1 µM), for inactives: at the top dose activity change, negative = inhibition | hit rate 2% among 71,000 | AID 596 | recombinant tau filaments, thioflavin S fluorescence, 15 h; filaments grown with octadecylsulfate alongside compound | P10636;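 also: potency is read from the fitted curve at half-maximal effect; % is scaled to controls: 0 for no effect and ±100 for the full control effect; actives lower thioflavin S fluorescence by blocking filaments or displacing dye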
Target sequence (P10636 whole entry, looked up): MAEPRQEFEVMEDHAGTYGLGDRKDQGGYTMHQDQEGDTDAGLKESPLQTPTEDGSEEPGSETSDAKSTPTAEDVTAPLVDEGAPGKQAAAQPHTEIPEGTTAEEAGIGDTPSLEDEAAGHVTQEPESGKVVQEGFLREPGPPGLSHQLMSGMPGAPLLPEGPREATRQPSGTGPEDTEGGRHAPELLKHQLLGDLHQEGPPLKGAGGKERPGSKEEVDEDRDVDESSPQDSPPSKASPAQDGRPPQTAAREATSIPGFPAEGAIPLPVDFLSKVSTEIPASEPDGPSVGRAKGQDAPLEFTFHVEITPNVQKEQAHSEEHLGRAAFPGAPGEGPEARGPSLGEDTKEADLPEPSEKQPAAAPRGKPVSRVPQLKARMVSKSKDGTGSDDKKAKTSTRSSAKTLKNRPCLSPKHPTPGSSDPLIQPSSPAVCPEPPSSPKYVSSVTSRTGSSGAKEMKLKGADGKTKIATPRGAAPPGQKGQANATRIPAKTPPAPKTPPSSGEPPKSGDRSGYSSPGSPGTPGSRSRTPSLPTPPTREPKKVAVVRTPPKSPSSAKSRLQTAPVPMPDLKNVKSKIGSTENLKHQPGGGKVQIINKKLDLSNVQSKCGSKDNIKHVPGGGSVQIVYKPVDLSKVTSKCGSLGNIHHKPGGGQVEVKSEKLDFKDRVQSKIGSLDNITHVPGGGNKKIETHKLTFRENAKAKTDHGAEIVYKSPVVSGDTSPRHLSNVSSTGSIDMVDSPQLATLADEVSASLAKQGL
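Read-out: ThS fluorescence, 450 nm excitation/510 nm emission; lower signal marks blocked filament formation or displaced dye. Tau at 1 uM with 30 uM ODS, 10 uM ThS, 5 mM DTT, 100 mM NaCl, 10 mM HEPES pH 7.4; 15 h, 37 C.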
The depositor's hits bear a star; i = inactive; ? = inconclusive; . = no result given; [ ] = another dose, or the depositor's remark. Unless noted, calls follow the shape of the dose curve; as a rule, active = well fitted curve in the direction sought with a large enough effect; inconclusive = small, poorly fitted or top-dose-only effect, or another doubt; inactive = no such curve, though single readings can be large; an effect the other way counts as inactive or inconclusive.

1. COc1ccc(C(OC(=O)c2c(C)noc2C)C(=O)NC2CCCC2)cc1 (stereo unspecified)
2. O=C(c1ccccc1)c1nnc(-c2ccccc2F)o1
3. Cc1noc(C)c1S(=O)(=O)Nc1ccc(C(=O)N2CCc3ccccc3C2)cc1
4. CC1CCc2c(C(=O)NCCCN3CCOCC3)csc2C1 (stereo unspecified)
5. O=C(CN1CCCC1)NCC12CC3CC(CC(C3)C1)C2
6. CC(=O)Nc1ccc(-c2cn3ccsc3n2)cc1

Compound	1	2	3	4	5	6
USP2a inhib	-3%	-3%	6%	-6%	0%	6%
BRCT inh red	-1.3%	-2.6%	0.8%	0.2%	1.1%	0.8%
BRCT inh green	-0.3%	-0.4%	0.7%	-4.4%	-0.5%	-2.2%
Luciferase inh	3%	4µM*	2%	0%	0%	16µM*
Casp1 inh	3%	-1%	-2%	1%	2%	-1%
CRE Fsk mod	-1%	-1%	-2%	9%	14%	21%
Casp7 inh	8%	-1%	0%	-2%	-1%	0%
HEK293 cAMP ctrl	22%	4%	-1%	8%	16%	6%
ERK AVP block	10%	-10%	9%	15%	7%	-14%
A350 autofl	i	i	i	i	i	i
Tau fil binding	2%	87%	6%	8%	32µM*	2%

7. O=c1[nH]c(-c2ccncc2)nc2ccccc12
8. CC(=O)NCc1nc2ccccc2n1C(C)C
9. CCN(CC)CC#CC(C)OCOCC#CCOC (stereo unspecified)
10. COc1ccccc1NCCC(=O)OCC(=O)Nc1ccc(Cl)cn1
11. C/C(Cl)=C\Cn1c(=O)c2c(nc3n2CCS3)n(C)c1=O
12. Cc1ccc(C)c(C(=O)n2cnnc2N)c1

Compound	7	8	9	10	11	12
USP2a inhib	-7%	.	8%[7.66 µM]	1%	7%	2%
BRCT inh red	-1.2%	-0.3%	-1.0%	-0.7%	-0.6%	0.5%
BRCT inh green	-0.4%	-0.8%	-3.2%	1.6%	-2.0%	-1.1%
Luciferase inh	-1%	-3%	3%	2%	5%	2%
Casp1 inh	-6%	0%	-1%	-2%	-2%	-1%
CRE Fsk mod	19%	1%	?	-9%	?	-5%
Casp7 inh	-1%	0%	2%	-3%	0%	0%
HEK293 cAMP ctrl	2%	-5%	4%[11.4 µM]	-10%	6%	5%
ERK AVP block	-21%	.	-1%	?	-10%	-7%
A350 autofl	i	.	.	i	?	i
Tau fil binding	-1%	-12%	9%[11.4 µM]	-25%	1%	-4%

13. COc1ccc(OC)c(NC(=O)Nc2cccc(Cn3cccn3)c2)c1
14. O=C(O)C1C2C=CC(O2)C1C(=O)NCCCn1ccnc1 (stereo unspecified)
15. CCn1nnc(NC(=O)c2ccc(C(C)(C)C)cc2)n1
16. COCCn1c(SCC(=O)c2ccc3c(c2)OCCO3)nnc1-c1ccco1
17. COCCn1c(C)cc(C(=O)COC(=O)C23CC4CC(CC(O)(C4)C2)C3)c1C
18. COC(=O)C1CCN(C(=O)COC(=O)CC(NC(N)=O)c2ccc(Cl)cc2)CC1 (stereo unspecified)

Compound	13	14	15	16	17	18
USP2a inhib	31%[activator]	-3%	4%	14%	5%	5%
BRCT inh red	-0.6%	-3.6%	-0.1%	0.0%	1.1%	1.9%
BRCT inh green	0.2%	-2.5%	-0.1%	2.9%	0.1%	0.0%
Luciferase inh	-16%	0%	13µM*	-4%	13µM*	-1%
Casp1 inh	0%	-1%	-4%	-7%	-2%	1%
CRE Fsk mod	1%	15%	-3%	9%	-7%	-3%
Casp7 inh	-4%	1%	0%	-8%	1%	-5%
HEK293 cAMP ctrl	-6%	7%	11%	24%	-7%	10%
ERK AVP block	-15%	-14%	31%[activator]	2%	15%	-4%
A350 autofl	i	i	i	i	i	i
Tau fil binding	-12%	-2%	-7%	-8%	8%	2%

By substructure, the entries above with a Cl atom
10. COc1ccccc1NCCC(=O)OCC(=O)Nc1ccc(Cl)cn1
11. C/C(Cl)=C\Cn1c(=O)c2c(nc3n2CCS3)n(C)c1=O
18. COC(=O)C1CCN(C(=O)COC(=O)CC(NC(N)=O)c2ccc(Cl)cc2)CC1 (stereo unspecified)

Compound	10	11	18
USP2a inhib	1%	7%	5%
BRCT inh red	-0.7%	-0.6%	1.9%
BRCT inh green	1.6%	-2.0%	0.0%
Luciferase inh	2%	5%	-1%
Casp1 inh	-2%	-2%	1%
CRE Fsk mod	-9%	?	-3%
Casp7 inh	-3%	0%	-5%
HEK293 cAMP ctrl	-10%	6%	10%
ERK AVP block	?	-10%	-4%
A350 autofl	i	?	i
Tau fil binding	-25%	1%	2%

More records follow:
19. O=S(=O)(c1ccccc1)N1CCC2(CCN(Cc3nccs3)CC2)CC1
20. COc1ccc(CCC(C(O)C(F)(F)F)S(=O)c2ccccc2)cc1 (stereo unspecified)
21. CCN(CC(=O)NCc1ccc(F)cc1)C(=O)C1CCN(C(=O)Nc2ccccc2)CC1
22. CCOC(=O)N1CCC(N2Cc3cccc(C(=O)NCc4ccccn4)c3C2=O)CC1
23. CC(CCc1ccccc1)NC(=O)c1cc2sccc2n1C (stereo unspecified)
24. O=C(Nc1nc(-c2ccc(S(=O)(=O)N3CCCC3)cc2)cs1)c1cccs1

Compound	19	20	21	22	23	24
USP2a inhib	27%	6%	6%	.	.	45%[activator]
BRCT inh red	-1.6%	-1.2%	0.5%	-0.1%	1.8%	-2.5%
BRCT inh green	-0.5%	-0.6%	-3.5%	4.8%	-0.7%	-0.7%
Luciferase inh	-1%[11.4 µM]	2%	-2%	1%	.	-1%
Casp1 inh	-6%	-2%	-1%	-4%	-2%	0%
CRE Fsk mod	6%	-18%	-11%	1%	.	14%
Casp7 inh	0%	0%	-1%	-2%	-3%	0%
HEK293 cAMP ctrl	10%	24%	-1%	3%	41%	?
ERK AVP block	?	-8%	-5%	-17%	.	16µM*
A350 autofl	i	i	?	.	.	?
Tau fil binding	28%	-3%	10%	11%	.	84%

25. COc1ccc(-n2nnnc2-c2cccnc2)cc1
26. COC(=O)C1C(O)=C(C=NCC(C)N=CC2=C(O)C(C(=O)OC)C(C)(C)CC2=O)C(=O)CC1(C)C (stereo unspecified)
27. CCCn1nnc(NC(=O)COc2ccc(Cl)cc2)n1
28. OCCN1CCN(c2nc(N3CCCCC3)nc(N3CCCCC3)n2)CC1
29. Cn1c(=O)c(CCc2ccccc2)nc2cnc(N3CCOCC3)nc21
30. COc1ccc(C(=O)NCCn2ccc3ccccc32)cc1OC

Compound	25	26	27	28	29	30
USP2a inhib	-6%	5%	3%	3%[7.66 µM]	2%	.
BRCT inh red	0.2%	-0.2%	-0.1%	0.4%	0.7%	-1.3%
BRCT inh green	-0.4%	-1.0%	-1.6%	-2.3%	0.8%	0.5%
Luciferase inh	2%	4%	2%	1%	-1%[11.4 µM]	10µM*
Casp1 inh	-2%	0%	2%	2%	-10%	-4%
CRE Fsk mod	12%	13%	1%	?	?	2%
Casp7 inh	1%	-2%	-4%	1%	-16%	-2%
HEK293 cAMP ctrl	7%	0%	9%	8%[11.4 µM]	10%	?
ERK AVP block	-8%	-1%	8%	12%	-28%	.
A350 autofl	i	.	i	.	1.1e-08M*	.
Tau fil binding	-5%	2%	-1%	4µM*	-3%	7%

31. Cc1ccc2c(c1)N(Cc1ccncc1)C(=O)C(C)O2 (stereo unspecified)
32. CCn1c2ccccc2c2cc(NC(=O)N3CCOCC3)ccc21
33. COCCn1c(SC(C)C(=O)Nc2ccc3c(c2)OCCO3)nc2ccccc2c1=O (stereo unspecified)
34. CN(C(=O)CSc1nc2ccccc2n1CCc1ccccc1)C1CCS(=O)(=O)C1 (stereo unspecified)
35. CCOC(=O)N1CCC(N2C(=O)c3ccccc3C2Nc2ccccc2C)CC1 (stereo unspecified)

Compound	31	32	33	34	35
USP2a inhib	3%	7%	15%	13%	.
BRCT inh red	1.1%	-1.8%	1.1%	-3.4%	1.4%
BRCT inh green	-2.7%	0.3%	4.9%	-0.8%	-0.2%
Luciferase inh	0%	-3%	0%	-1%	3%
Casp1 inh	0%	-1%	-3%	0%	-4%
CRE Fsk mod	?	?	13µM*	-7%	-13%
Casp7 inh	-1%	-1%	-2%	2%	-2%
HEK293 cAMP ctrl	3%	5%	?	19%	18%
ERK AVP block	3%	-25%	-6%	?	-25%
A350 autofl	i	i	i	i	.
Tau fil binding	9%	-20%	-4%	-5%	-8%
